Bioassay records (PubChem BioAssay)
Pol eta inh: DNA polymerase eta (human) inhibition | Q9Y253 | recombinant Pol eta, fluorescent DNA replication assay | actives 1.2% (n = 390,000) | Potency, µM (highest dose often 114 µM), without a hit: at the highest dose activity change, negative = inhibition, hits mostly inhibitors; note: % is set by controls: 0 for no effect and ±100 for the full control effect
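Pol eta at 10 nM preincubated with compounds 15 min at room temperature; reaction started with fluorescent substrate (50 nM final) and read kinetically at 0 and 10 min.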
BLM inh: Bloom syndrome helicase (human) inhibition; Potency, µM (highest dose often 56.1 µM), without a hit: top-dose activity change, negative = inhibition, usual class: inhibitors; P54132; actives 0.2% (n = 350,000); recombinant BLM DNA unwinding, fluorescence dequenching;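 note: plate controls were vehicle for no effect and no enzyme for full effect; nearly all actives have a fitted effect of over 35% in size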
POLK inh: blocks human DNA polymerase kappa activity | Q9UBT6 | purified Pol kappa, fluorescent DNA synthesis assay, 10 min | Potency, µM (highest dose often 107 µM), inactives show at the highest dose activity, negative = inhibition, actives largely listed as inhibitors | actives 0.53% (n = 400,000); note: % is set by controls: 0 for no effect and ±100 for the full control effect
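Activity was followed as the change in fluorescence between reads at 0 and 10 min after starting the reaction with 50 nM substrate. Beforehand, 10 nM polymerase had been preincubated with compound for 15 min at room temperature.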
POLB inh: DNA polymerase beta (human) inhibition; actives 1.3% (n = 340,000); Pol beta primer extension/strand displacement, fluorescence kinetic; AID 485314; Potency, µM (top dose mostly 114 µM), inactives show at the top dose activity change, negative = inhibition, usual class: inhibitors; P06746; note: % is set by controls: 0 for no effect and ±100 for the full control effect
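Curves were derived by four-parameter Hill fits of normalized qHTS data. The kinetic fluorescent primer-extension read was taken at 0 and 10 min after 50 nM substrate, following a 15 min room-temperature preincubation of 10 nM enzyme with compounds.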
BAZ2B block: inhibitors of human BAZ2B bromodomain | Q9UIF8 | AlphaScreen BAZ2B-H3K14Ac peptide displacement | Potency, µM (titrated, usually from 114 µM), without a hit: at the highest dose activity change, negative = inhibition, usual class: inhibitors | actives 4.4% (n = 360,000) | AID 504333; note: % is set by controls: 0 for no effect and ±100 for the full control effect; nearly all actives have a fitted effect of over 60% in size
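Inhibition is scored as reduced AlphaScreen emission. The BAZ2B/b-H3(5-23)K14Ac complex (50 nM each) in PBS pH 7.4, 0.01% Tween-20 meets compound (up to 110 uM) for 30 min at RT before bead addition.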
Pol iota inh: DNA polymerase iota (human) inhibition; Q9UNA4; Pol iota fluorescent replication assay, 10 min; Potency, µM (highest dose often 115 µM), without a hit: at the top dose activity, negative = inhibition, usual class: inhibitors; actives 1% (n = 390,000)
Target sequence (Q9UNA4 whole entry, looked up): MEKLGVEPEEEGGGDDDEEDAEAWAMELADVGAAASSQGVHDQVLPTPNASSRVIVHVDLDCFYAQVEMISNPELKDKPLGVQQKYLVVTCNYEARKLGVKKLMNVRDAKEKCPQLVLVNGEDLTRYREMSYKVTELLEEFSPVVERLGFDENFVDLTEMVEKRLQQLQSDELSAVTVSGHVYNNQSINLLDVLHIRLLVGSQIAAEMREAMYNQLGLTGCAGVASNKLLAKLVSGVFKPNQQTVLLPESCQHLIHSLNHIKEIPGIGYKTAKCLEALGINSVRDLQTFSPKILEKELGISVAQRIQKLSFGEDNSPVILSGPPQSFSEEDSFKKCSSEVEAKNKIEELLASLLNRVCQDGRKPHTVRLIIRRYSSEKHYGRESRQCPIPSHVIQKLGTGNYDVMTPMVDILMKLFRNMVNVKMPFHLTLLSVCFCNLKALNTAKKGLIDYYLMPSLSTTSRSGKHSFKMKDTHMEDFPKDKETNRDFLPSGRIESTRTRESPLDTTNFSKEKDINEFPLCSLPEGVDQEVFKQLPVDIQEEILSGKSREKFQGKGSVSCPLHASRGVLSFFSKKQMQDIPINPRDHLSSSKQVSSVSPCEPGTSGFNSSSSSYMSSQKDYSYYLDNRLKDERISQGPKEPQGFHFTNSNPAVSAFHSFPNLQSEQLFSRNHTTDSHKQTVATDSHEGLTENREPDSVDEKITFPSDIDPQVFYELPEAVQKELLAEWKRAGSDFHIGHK
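Fluorescent replication assay read twice, at 0 min and 10 min after adding 50 nM (final) substrate. Enzyme (10 nM) and compounds were first incubated 15 min at room temperature; enzyme-free buffer wells were negative controls.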
Apoferritin bind: candidate novel general anesthetic via apoferritin binding. apoferritin/1-aminoanthracene competitive binding, fluorescence. actives 0.074% (n = 350,000). P02791. AID 485281. Potency, µM (top dose mostly 77.5 µM), for the others: top-dose activity change, negative = displacement, actives largely listed as inhibitors; note: % is set by controls: 0 for no effect and ±100 for the full control effect; nearly all actives have a fitted effect of over 20% in size
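Concentration-response curves derived by four-parameter Hill fitting of normalized fluorescence, where compounds displaced 1-AMA from 10 uM horse apoferritin following a brief 10 min room-temperature incubation; propofol titration acted as positive control.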
G9a block: blocks human histone lysine methyltransferase G9a. Q96KQ7. G9a H3K9 monomethylation, AlphaScreen, 2 h. Potency, µM (series often up to 102 µM), inactives show at the top dose activity, negative = inhibition, hits mostly inhibitors. actives 8.8% (n = 350,000); note: % is set by controls: 0 for no effect and ±100 for the full control effect; nearly all actives have a fitted effect of over 75% in size
Target sequence (Q96KQ7 913-1193 limits assumed): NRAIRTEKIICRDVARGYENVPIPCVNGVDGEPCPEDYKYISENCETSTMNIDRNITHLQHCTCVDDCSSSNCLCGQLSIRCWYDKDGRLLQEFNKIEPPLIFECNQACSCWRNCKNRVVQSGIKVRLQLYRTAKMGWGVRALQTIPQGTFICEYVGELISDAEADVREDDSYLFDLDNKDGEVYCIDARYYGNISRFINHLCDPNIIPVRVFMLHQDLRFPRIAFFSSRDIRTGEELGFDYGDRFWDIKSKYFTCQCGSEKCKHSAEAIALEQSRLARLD
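G9a (20 nM) was preincubated 15 min with compound, then reacted 2 h at room temperature with 500 nM biotin-H3K9 peptide and 20 µM SAM. Monomethyl-H3K9 detected by AlphaScreen using anti-H3K9me1 antibody.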
APEX1 inh: inhibitors of human APE1 endonuclease | P27695 | recombinant APE1, TAMRA/BHQ-2 abasic DNA cleavage fluorescence | Potency, µM (doses to about 65.8 µM), for inactives: at the top dose activity change, negative = inhibition, usual class: inhibitors | actives 0.35% (n = 350,000);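 note: plate controls were vehicle for no effect and reference inhibitor for full effect; nearly all actives have a fitted effect of over 55% in size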
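Substrate: short duplex with […] THF abasic site, 5'-TAMRA and 3'-BHQ-2, 50 nM final. APE1 at 0.75 nM, preincubated 15 min RT with compound. Fluorescence increase from first to third read measured activity.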
* marks the source's active call; other numbers are inactive results; [ ] = dose if it differs, or a comment. Calls come from the whole dose curve; as a rule, active = well fitted curve in the direction sought with a large enough effect; inconclusive = small, poorly fitted or top-dose-only effect, or another doubt; inactive = no such curve, though single readings can be large; an effect the other way counts as inactive or inconclusive. Potency is the fitted concentration of half-maximal effect. The list is partial (hit frequency here may not be typical).

How did CN(Cc1cnccn1)C(=O)CC1C(=O)NCCN1Cc1cccc(Oc2ccccc2)c1 (stereo unspecified) do in these assays?
Pol eta inh: -8%; BLM inh: -4%; POLK inh: -2%; POLB inh: 3%; BAZ2B block: inconclusive; Pol iota inh: 0%; Apoferritin bind: -12%; G9a block: 50µM*; APEX1 inh: 0%

What do the screens show for `CCCCNC(=S)NC(=O)c1ccccc1Br`?
Pol eta inh: -21%; BLM inh: -5%; POLK inh: -5%; POLB inh: 34%; BAZ2B block: 10%; Pol iota inh: -8%; Apoferritin bind: -19%; G9a block: -15%[59 µM]; APEX1 inh: -1%

How did O=C(Nc1ccc(-c2nnn(CC(=O)N3CCN(C(=O)c4ccco4)CC3)n2)cc1)c1ccccc1F do in these assays?
BLM inh: -1%; POLB inh: -21%; BAZ2B block: -14%; Apoferritin bind: inconclusive; G9a block: 56µM*; APEX1 inh: -3%

Results for O=C(CN1CCN(c2ccccc2O)CC1)NCCCc1ccccc1 ?
Pol eta inh: -2%; BLM inh: 0%; POLK inh: -6%; POLB inh: 18%; Pol iota inh: 29%; Apoferritin bind: -9%; G9a block: -45%; APEX1 inh: 0%

Results for CCc1cccc(NC(=O)C2CCN(S(=O)(=O)c3cccs3)CC2)c1 ?
Pol eta inh: -19%; BLM inh: -6%; POLK inh: -6%; POLB inh: -1%; BAZ2B block: 5%; Pol iota inh: 12%; Apoferritin bind: -3%; G9a block: 11%[2.33 µM]; APEX1 inh: -7%

What do the screens show for `COc1cc2c(cc1OC)C(C)N(S(=O)(=O)c1ccc(C)cc1)CC2` (stereo unspecified)?
Pol eta inh: -5%; BLM inh: -7%; POLK inh: -17%; POLB inh: 5%; BAZ2B block: -10%; Pol iota inh: -24%; Apoferritin bind: 8%; G9a block: 6%[2.33 µM]; APEX1 inh: -7%

Results for COc1cc2c(cc1OC)C(c1ccc([N+](=O)[O-])cc1)NC(=O)C2 (stereo unspecified) ?
Pol eta inh: -10%; BLM inh: -9%; POLK inh: -2%; POLB inh: -17%; BAZ2B block: -19%; Pol iota inh: 19%; Apoferritin bind: -8%; G9a block: 14%[59 µM]; APEX1 inh: 26%

What do the screens show for `Cc1ccccc1C(=O)Nc1ccc(N2CCCCCC2)cc1`?
Pol eta inh: -22%; BLM inh: -12%; POLK inh: -8%; POLB inh: -1%; BAZ2B block: 32µM*; Pol iota inh: -3%; Apoferritin bind: 49%[activator]; G9a block: inconclusive; APEX1 inh: -4%

Results for CC1CC(C)CN(CCCNC(=O)Cn2cccc2C(=O)c2ccccc2)C1 (stereo unspecified) ?
Pol eta inh: -2%; BLM inh: -6%; POLK inh: 6%; POLB inh: -1%; BAZ2B block: 1%; Pol iota inh: -26%; Apoferritin bind: -8%; G9a block: 8%; APEX1 inh: -20%

Results for COc1ccc(S(=O)(=O)N2CCCCCC2)cc1C(=O)N(C)Cc1ccc(OC)c(OC)c1OC ?
Pol eta inh: -11%; POLK inh: -7%; BAZ2B block: -3%; Pol iota inh: -10%; G9a block: 1%; APEX1 inh: 1%

Results for Cc1ccc(C(=O)N2CCN(c3ccc(F)cc3)CC2)cc1NC(=O)c1nsc2ccccc12 ?
Pol eta inh: -14%; BLM inh: -6%; POLK inh: 6%[60.1 µM]; POLB inh: -10%; BAZ2B block: -17%; Pol iota inh: 3%; Apoferritin bind: -3%; G9a block: -39%[59 µM]

What do the screens show for `O=C(Nc1ccc2oc(-c3ccncc3)nc2c1)c1ccc(F)cc1`?
Pol eta inh: 2%; BLM inh: -18%; POLK inh: -16%; POLB inh: 0%; BAZ2B block: 50µM*; Pol iota inh: 69%[activator]; Apoferritin bind: -6%; G9a block: 82%[activator]; APEX1 inh: 5%

Results for COc1ccc(N2C(=O)CCC2=O)cc1 ?
Pol eta inh: inconclusive; BLM inh: -12%; POLK inh: -24%; POLB inh: inconclusive; BAZ2B block: -14%; Pol iota inh: -25%; Apoferritin bind: -7%; G9a block: 1%[12.7 µM]; APEX1 inh: 8%

How did CC(C(=O)Nc1ccc(OC(F)(F)F)cc1)N1Cc2ccccc2C1=O (stereo unspecified) do in these assays?
Pol eta inh: -17%; BLM inh: -4%; POLK inh: -21%; POLB inh: -16%; BAZ2B block: 2%; Pol iota inh: -19%; Apoferritin bind: -5%; G9a block: -8%[59 µM]

Results for Cc1nc2ccc(S(=O)(=O)NC(C(=O)NCc3ccc(Cl)cc3)C(C)C)cc2s1 (stereo unspecified) ?
Pol eta inh: -8%; BLM inh: -3%; POLK inh: -1%; POLB inh: 0%; BAZ2B block: -13%; Pol iota inh: 24%; Apoferritin bind: -4%; G9a block: 27%[59 µM]

What do the screens show for `O=C(NCCc1csc(-c2ccccc2)n1)c1c(F)cccc1F`?
Pol eta inh: -18%; BLM inh: -3%; POLK inh: 13%; POLB inh: 6%; Pol iota inh: 44%[activator]; Apoferritin bind: -12%; G9a block: -7%; APEX1 inh: -4%

How did CC(C)(C)CC(=O)NC(=S)NCc1ccccc1 do in these assays?
Pol eta inh: -15%; BLM inh: -3%; POLK inh: 12%; POLB inh: -5%; BAZ2B block: 1%; Pol iota inh: -5%; Apoferritin bind: inconclusive; G9a block: 5%; APEX1 inh: 0%

Results for N=C1SCC(=O)N1c1ncc(Cc2ccccc2Cl)s1 ?
Pol eta inh: -19%; BLM inh: -5%; POLK inh: -20%; POLB inh: 17%; BAZ2B block: 8%; Pol iota inh: 50%[activator]; Apoferritin bind: -13%; G9a block: 15%; APEX1 inh: inconclusive

What do the screens show for `O=C(CSc1nc2ccccc2c(=O)[nH]1)N1CCCCC1`?
Pol eta inh: -11%; BLM inh: 2%; POLK inh: -16%; POLB inh: 19%; BAZ2B block: -3%; Pol iota inh: 6%; Apoferritin bind: -12%; G9a block: -47%; APEX1 inh: 13%

How did O=C(Cc1ccc(Cl)c(Cl)c1)Nc1ccc(S(=O)(=O)Nc2ncccn2)cc1 do in these assays?
Pol eta inh: -7%; BLM inh: -2%; POLK inh: -7%; POLB inh: -26%; BAZ2B block: -12%; Pol iota inh: 139%[activator]; Apoferritin bind: 3%; G9a block: inconclusive; APEX1 inh: 40%

Results for CC(NC(=O)CCl)c1ccc(Cl)c(Cl)c1 (stereo unspecified) ?
Pol eta inh: -13%; BLM inh: -1%; POLK inh: -17%; POLB inh: 1%; BAZ2B block: 1%; Pol iota inh: -10%; Apoferritin bind: inconclusive; G9a block: -47%[59 µM]; APEX1 inh: 0%

Results for Cc1ccc(S(=O)(=O)N2CCOCC2)cc1C(=O)N1C(=O)c2cccc(N)c2C1=O ?
Pol eta inh: -6%; BLM inh: -2%; POLK inh: -3%; POLB inh: 7%; BAZ2B block: 26%; Pol iota inh: inconclusive; Apoferritin bind: 177%[activator]; G9a block: 6%; APEX1 inh: -1%

What do the screens show for `CC(=O)Nc1ccc(NC(=O)CSC2=NS(=O)(=O)c3cc(Cl)ccc3N2)cc1`?
Pol eta inh: 0%; POLK inh: -13%; BAZ2B block: -30%; Pol iota inh: -7%; G9a block: 10µM*; APEX1 inh: 15%

How did Cn1c(=S)[nH]c2[nH]c(=O)cnc2c1=O do in these assays?
Pol eta inh: -3%; BLM inh: 3%; POLK inh: -7%; POLB inh: 2%; BAZ2B block: -10%; Pol iota inh: 137%[activator]; Apoferritin bind: 28%; G9a block: inconclusive; APEX1 inh: 1%

What do the screens show for `O=C(COc1ccc(Br)cc1)N(CCO)CCO`?
Pol eta inh: -15%; BLM inh: 4%; POLK inh: 1%; POLB inh: inconclusive; BAZ2B block: -12%; Pol iota inh: 58%[activator]; Apoferritin bind: -2%; APEX1 inh: 4%

Results for Cc1ccc(OCc2nc3ccccc3n2C)cc1 ?
Pol eta inh: -6%; BLM inh: -7%; POLK inh: 13%; POLB inh: 20%; BAZ2B block: -4%; Pol iota inh: 20%; Apoferritin bind: inconclusive; G9a block: 4%[0.501 µM]; APEX1 inh: 11%

What do the screens show for `COC(=O)c1ccc(Cn2cc(Cl)cn2)o1`?
Pol eta inh: -9%; BLM inh: 1%; POLK inh: 2%; POLB inh: -1%; BAZ2B block: 1%; Pol iota inh: 20%; Apoferritin bind: -7%; APEX1 inh: -2%

What do the screens show for `CC(C)(C)c1ccc(-c2nnc3sc(-c4ccccn4)nn23)cc1`?
Pol eta inh: -12%; BLM inh: -4%; POLK inh: inconclusive; POLB inh: inconclusive; BAZ2B block: inconclusive; Pol iota inh: 1%; Apoferritin bind: inconclusive; G9a block: 32µM*; APEX1 inh: -2%

Random excerpt: four compounds from above.
What do the screens show for `O=C(CSc1nc2ccccc2c(=O)[nH]1)N1CCCCC1`?
Pol eta inh: -11%; BLM inh: 2%; POLK inh: -16%; POLB inh: 19%; BAZ2B block: -3%; Pol iota inh: 6%; Apoferritin bind: -12%; G9a block: -47%; APEX1 inh: 13%

How did CC(C)(C)CC(=O)NC(=S)NCc1ccccc1 do in these assays?
Pol eta inh: -15%; BLM inh: -3%; POLK inh: 12%; POLB inh: -5%; BAZ2B block: 1%; Pol iota inh: -5%; Apoferritin bind: inconclusive; G9a block: 5%; APEX1 inh: 0%

Results for N=C1SCC(=O)N1c1ncc(Cc2ccccc2Cl)s1 ?
Pol eta inh: -19%; BLM inh: -5%; POLK inh: -20%; POLB inh: 17%; BAZ2B block: 8%; Pol iota inh: 50%[activator]; Apoferritin bind: -13%; G9a block: 15%; APEX1 inh: inconclusive

Results for CC(NC(=O)CCl)c1ccc(Cl)c(Cl)c1 (stereo unspecified) ?
Pol eta inh: -13%; BLM inh: -1%; POLK inh: -17%; POLB inh: 1%; BAZ2B block: 1%; Pol iota inh: -10%; Apoferritin bind: inconclusive; G9a block: -47%[59 µM]; APEX1 inh: 0%
